TRAIL sens C8 = caspase-8 TRAIL sensitization; actives 1% (n = 360,000); NB7+C8 cells + TRAIL, ATPlite viability luminescence; inhibition (viability loss, TRAIL sensitization), % at 10 µM;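 active = compounds causing at least 50% loss of cell viability in the single-dose screen, relative to plate controls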
Peg3 prom inh = inhibitors of Peg3 promoter. HeLa PEG-Prom luciferase reporter, luminescence, overnight. inhibition, % at 20 µM. actives 1.7% (n = 360,000). AID 588405;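 active = inhibition of at least 50% at 20 µM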
HIF-2a block = blocks HIF-2a reporter activity. AID 624352. actives 0.72% (n = 360,000). inhibition, % at 18.8 µM. 786-0 RCC cells HIF-2a reporter, luciferase luminescence, overnight;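 active = inhibition of the luminescence signal of 40% or more relative to plate controls, in a single-dose primary screen at 18.75 µM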
Shn3 inh set2 = reduces Shn3 3'UTR luciferase signal in osteoblasts; Clone20 osteoblast Shn3 3'UTR firefly luciferase, 24 h; inhibition, % at 12.5 µM; actives 0.52% (n = 360,000); AID 588674;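 active = mean inhibition of at least 75% with every replicate also reaching 75%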;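 note: 0% = median of neutral control wells and 100% = pilot-screen positive control compound; some compounds past the cut are filed as inactive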
EBV LMP1 NFkB = Epstein-Barr LMP1 NF-kappaB reporter inhibition; inhibition, % at 12.5 µM; AID 504558; LMP1-induced NF-kappaB luciferase reporter cells, luminescence; actives 0.69% (n = 350,000); in the data active = inhibition above about 41%;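 note: 0% = neutral control wells and 100% = reference inhibitor control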
NR2E3 ag-1 = activates human NR2E3 receptor. AID 602229. CHO-S Gal4-NCOR/VP16-NR2E3 two-hybrid, luciferase. actives 0.35% (n = 360,000). inhibition of corepressor binding, % at 3.98 µM. Q9Y5X4;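 active = inhibition above the mean of all tested compounds plus 3 SD, cut at about 70% in these data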;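 note: 0% = DMSO with NR2E3 transfected cells and 100% = cells lacking NR2E3 construct; higher means lower luciferase signal from less NR2E3 corepressor binding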
Target sequence (Q9Y5X4 whole entry, looked up, the tested form may be a part): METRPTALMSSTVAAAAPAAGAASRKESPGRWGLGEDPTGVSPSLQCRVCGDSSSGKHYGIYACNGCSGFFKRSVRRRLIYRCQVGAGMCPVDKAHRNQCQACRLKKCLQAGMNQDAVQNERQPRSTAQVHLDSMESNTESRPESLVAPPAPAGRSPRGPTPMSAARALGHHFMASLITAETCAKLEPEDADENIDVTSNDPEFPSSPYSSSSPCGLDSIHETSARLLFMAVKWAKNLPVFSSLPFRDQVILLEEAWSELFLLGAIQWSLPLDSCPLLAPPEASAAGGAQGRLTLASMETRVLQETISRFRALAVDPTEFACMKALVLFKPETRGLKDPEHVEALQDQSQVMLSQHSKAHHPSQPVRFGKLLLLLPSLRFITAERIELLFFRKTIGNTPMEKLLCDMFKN
KKLEB tox = CF airway cell cytotoxicity counter-screen. actives 0.36% (n = 360,000). AID 602141. activity change (cytotoxicity), % at 5 µM. KKLEB CF airway cells viability, ATPlite luminescence, overnight; active compounds read low; cells stimulated with P. aeruginosa culture filtrate;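 active = corrected activity change at or below -50% at 5 µM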
TRPM1 prom inh = MITF TRPM1 promoter inhibition in SK-MEL-5 cells; SK-MEL-5 TRPM1 promoter luciferase, 24 h; inhibition, % at 12.5 µM; actives 0.83% (n = 330,000); AID 488899;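 active = mean inhibition across replicates of 60% or more, whatever share of single replicates reaches that level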; note: values of inactives mirror those of a sister screen read the other way
hiPSC survival = increases survival of single human iPS cells | hiPSC single-cell survival, ATPlite luminescence; 100% = ROCK inhibitor wells, 0% = DMSO | survival enhancement, % at 20 µM | actives 0.044% (n = 360,000) | AID 602274; in the data active = survival enhancement above about 18%;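 note: cells exposed to compounds for 16 hours before the ATP read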
NR2E3 ag-2 = NR2E3 (human) agonism | Q9Y5X4 | GST-NR2E3/biotin-RetCOR TR-FRET, 1536-well | inhibition of corepressor binding, % at 4.78 µM | actives 0.12% (n = 320,000) | AID 2300;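 active = percent inhibition above the cutoff of mean plus 3 SD of all tested compounds, set per screening campaign, cut at about 20% in these data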;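 note: 0% = DMSO wells and 100% = biotin wells as full block of FRET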
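System: GST-tagged NR2E3 plus biotinylated RetCOR corepressor; Amount: 1.35 nM GST-tagged NR2E3 final; Dosing: single nominal compound dose of 4.8 µM; Schedule: 5 h incubation at 4 °C; Technique: TR-FRET with europium anti-GST and streptavidin-D2, 340 nm excitation; Controls: biotin wells as high control, 0.6% DMSO wells as low control.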
CF NFkB block = inhibitors of cystic fibrosis induced NF-kB; inhibition, % at 5 µM; actives 0.86% (n = 360,000); KKLEB NF-kB-GFP reporter, PAF-induced, GFP fluorescence overnight;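 active = at least 50% inhibition at 5 µM, scaled per plate between neutral and stimulator controls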;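 note: PAF is a Pseudomonas aeruginosa culture filtrate used as stimulus; plate controls were PAF-stimulated DMSO wells for no effect and unstimulated DMSO wells for full effect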
Numbers without * were called inactive; nt = no result given. Not all compounds are listed; rates above refer to the full screens.

SMILES	TRAIL sens C8	Peg3 prom inh	HIF-2a block	Shn3 inh set2	EBV LMP1 NFkB	NR2E3 ag-1	KKLEB tox	TRPM1 prom inh	hiPSC survival	NR2E3 ag-2	CF NFkB block
CC(=O)c1ccc(NC(=O)CN2CCCC2)cc1	-10	-150	-160	-43	-2	-30	9	-47	1.5	1	0
O=C(NC(=O)N1CCN(c2ccccc2)CC1)c1ccc(Cl)cc1	-14	-156	-167	-28	-24	-39	-10	-43	2.5	-4	8
CCn1c(CNC(=O)c2cc(OC)c(OC)c(OC)c2)cc2ccccc21	8	20	14	53	5	23	7	23	-0.2	0	-11
O=C(NCC1CCCO1)c1cc(S(=O)(=O)N2CCCCC2)ccc1Cl (configuration not stated)	-2	0	11	13	-4	-4	7	-2	-0.2	0	-12
Cc1cc(C)c(S(=O)(=O)c2ccccc2C)c(OCC(C)(C)C)n1	11	23	20	6	-3	-11	-1	11	-5.2	1	1
CN(C)c1ccc(-c2nc3n(n2)C(c2cccnc2)C2=C(CC(C)(C)CC2=O)N3)cc1 (configuration not stated)	-6	-20	16	-15	1	1	-14	11	6.1	-7	12
CSc1nc(-c2ccccc2)nn1C(=O)c1ccccc1	-5	-28	-41	-19	-13	-24	4	-5	-0.1	-1	-1
O=C(CC1Oc2ccccc2NC1=O)NC1CCCC1 (configuration not stated)	-15	1	11	-12	1	-16	0	-5	2.7	3	-1
C=CCNC(=S)N/N=C/c1ccc(OCc2ccccc2)cc1	9	7	-8	-6	2	-14	15	0	3.4	-1	-2
O=C(CSc1ccccn1)N1CCN(c2ccc(Cl)cc2)CC1	10	-13	-18	-9	3	6	2	4	1.3	0	5
Cc1nonc1C(=O)N/N=C/c1ccccc1	5	7	-12	-9	3	-5	4	-6	0.5	1	-11
CCN(CC)C(=O)C1=C(C)N(Cc2ccc(OC)cc2)C(=O)C(CC(=O)NCCCCc2ccccc2)C1 (configuration not stated)	3	1	6	-4	-3	11	1	nt	-3.0	nt	-16
C/C=C\C=C\C(=O)N1CC2(CC(c3cccc(NC(=O)/C(C)=C\C)c3)=NO2)C[C@H]1C(N)=O (some centres not stated)	7	-3	9	8	-1	-9	-2	-6	1.8	2	-1
CC(=O)c1cccc(-c2ccnc3c2CC(C(=O)Nc2ccc(Cl)c(C(F)(F)F)c2)O3)c1 (configuration not stated)	4	18	-2	17	nt	18	-9	nt	-0.8	nt	-1
Cc1ccc(S(=O)(=O)N(C)c2c(C)ccc(S(=O)(=O)N3CCN(C)CC3)c2C)cc1	5	4	26	-22	-6	20	12	11	-0.5	2	-11
O=c1[nH]cc(CN2CCOCC2)c(=O)[nH]1	-9	12	14	-61	2	-20	-1	3	2.9	nt	14
Cc1cccc(-c2nc3ccccc3c(=O)n2NC(=O)c2ccc([N+](=O)[O-])c(C)c2)c1	1	-1	2	3	13	-21	3	-1	-2.2	3	6
Nc1nnnn1/N=C/c1ccc(F)cc1	-2	-3	-11	10	3	-7	-1	-15	0.2	3	-1
Cc1ccc(S(=O)(=O)NCC(=O)OCC(=O)Nc2cccc(S(=O)(=O)NC3=NCCCCC3)c2)cc1	9	12	18	-42	0	1	1	2	-0.6	-2	12
COC(=O)c1c(NC(=O)CC2NCCNC2=O)sc2c1CCCC2 (configuration not stated)	-4	5	14	19	-2	-19	2	-4	1.4	-4	-10
COC(=O)c1ccc(NC(=O)CNC(=O)c2sc3ccccc3c2Cl)cc1	5	18	-9	-7	-5	-9	-8	-6	-1.1	-6	-10
O=C(OCc1cn([C@@H]2C[C@H](c3ccc(Cl)cc3)N(CC3CCCCC3)C[C@H]2O)nn1)c1ccccc1	13	-9	2	5	0	-21	0	nt	-2.4	nt	-12
Cc1onc(-c2c(F)cccc2Cl)c1C(=O)OCC(=O)NCc1ccco1	4	-116	-91	-16	-39	-5	-13	-16	-2.0	2	2
CC1(C(=O)NS(=O)(=O)C2CC2)CCCN(C(=O)c2ccc(F)c(Cl)c2)C1 (configuration not stated)	-22	-3	5	-12	nt	-4	-18	nt	-0.8	nt	-19
CC(NC(=O)C1CCCN1S(=O)(=O)c1cccc2nsnc12)c1ccccc1 (configuration not stated)	0	2	10	0	6	-17	8	-3	-0.3	-4	-1
O=C(O/N=C(\c1ccccc1)c1ccncc1)c1ccccc1Cl	-4	7	19	15	4	-20	7	5	-1.5	-1	2
COc1ccc(Cl)cc1NCC(=O)Nc1ccc(OC)c(S(=O)(=O)N2CCCCC2)c1	-4	23	15	6	7	0	-6	18	-0.4	3	13
CC(=O)N1CCN(C(=O)CCNS(=O)(=O)c2ccccc2)CC1	-8	6	4	-6	4	11	-4	-3	-0.5	1	16
O=C(c1ccccc1)N1CCN(c2cc(-c3ccccc3)nc3cc(-c4cccc(Cl)c4)nn23)CC1	32	17	4	69	-2	-52	3	nt	-0.7	nt	3
C=CC[C@H](CC(=O)N(CCO)Cc1ccccc1)C(=O)N[C@H](C)COC(=O)[C@@H](CC=C)CC(=O)OC(C)(C)C	4	11	1	-6	15	16	-2	-1	-1.7	nt	9
Cc1nn(Cc2ccc(Cl)cc2Cl)c(Cl)c1/C=C/C(=O)OCC(=O)NCC(F)(F)F	-1	-32	-45	17	2	-1	-6	11	5.8	4	8
Cc1noc(C)c1CSCC(=O)Nc1nc2ccc(Oc3ccccc3)cc2s1	-13	-32	-30	-6	15	-4	-10	-1	0.1	-1	21
CCN(CC)S(=O)(=O)c1ccc(OC(C)C)c(N)c1	-3	10	-4	9	1	-28	23	-9	-0.7	5	-9
Cc1n[nH]c(C)c1S(=O)(=O)N1CCCC(C(=O)NCc2cccs2)C1 (configuration not stated)	-9	10	6	-4	7	1	14	2	4.6	-3	-28
NC1=C(Cl)C(=O)c2ccccc2C1=O	27	-62	-14	-2	2	1	7	95*	-0.8	nt	60*
COc1cccc(C(=O)Nc2ccc(NC(=O)c3ccco3)nc2)c1	2	-207	-211	-54	0	-15	-7	-94	-5.8	1	11
O=C(COC(=O)CCc1ccc(S(=O)(=O)N2CCOCC2)cc1)NC1CCCC1	13	-51	20	-8	-5	15	-8	8	-1.4	1	4
CCN(CCCNC(=O)C1CCN(S(=O)(=O)CC)CC1)c1ccccc1	7	-1	6	-10	-1	3	-16	-5	2.2	2	11
Cc1ccc2c(c1)C(c1ccccc1)N(C(=O)CC(C)C)CC(=O)N2 (configuration not stated)	16	21	17	7	1	17	8	0	-0.1	1	0
COc1cc(C=NN2CCCCC2)cc(OC)c1OC	-16	17	6	-33	-2	20	-5	nt	0.1	nt	6
CCC1CN(C(=O)NCc2ccc(C)cc2)c2cc(C)ccc2O1 (configuration not stated)	1	-9	-30	13	13	-27	4	3	-0.2	nt	-8
Cc1ccc(S(=O)(=O)N2[C@H](C(C)C)[C@H]3[C@H]4C(=O)N(c5ccccc5)C(=O)[C@H]4CC(=O)[C@H]3[C@@H]2c2ccccc2)cc1	-4	3	10	1	nt	-5	4	nt	0.0	nt	-1
Cc1cc(C)cc(NC(=O)CN(c2ccc(F)cc2)S(C)(=O)=O)c1	-2	8	4	7	-12	-15	13	-8	-0.8	1	-3
Cc1c(NC(=O)Cn2cc([N+](=O)[O-])cn2)c(=O)n(-c2ccccc2)n1C	-7	5	20	-19	-7	5	0	-1	-0.8	-4	0
CCOC(=O)c1[nH]c2c(c1C)C(=O)CC(c1ccc(N(C)C)cc1)C2 (configuration not stated)	-3	-72	-108	9	-10	-50	15	-44	2.2	0	6
COc1ccc(CC2(C)OC(c3ccc(C)cc3)=NN2C(C)=O)cc1 (configuration not stated)	10	7	0	-15	-10	10	-14	-7	-0.5	-1	-14
CSc1ccccc1OCc1cc(C(=O)N[C@H]2CCCCNC2=O)no1	-4	-312	-240	-97	-21	-135	-7	-95	-0.3	-2	-5
CCOc1ccc(Nc2nc3cc(S(=O)(=O)N(CC)CC)ccc3o2)cc1	11	-1	18	5	-22	-20	1	-6	-2.9	1	12
CC(C)C(O)(c1ccccc1)C(CN1CCOCC1)c1ccccc1 (configuration not stated)	-9	10	2	3	4	-3	-9	14	-0.7	nt	4
CCc1c(C)nc2ncnn2c1N1CCCC(C(=O)NCCc2ccc(OC)cc2)C1 (configuration not stated)	11	7	-6	27	3	10	-10	16	0.8	0	12

Ten of the compounds above, as a markdown table:
| Molecule | TRAIL sens C8 | Peg3 prom inh | HIF-2a block | Shn3 inh set2 | EBV LMP1 NFkB | NR2E3 ag-1 | KKLEB tox | TRPM1 prom inh | hiPSC survival | NR2E3 ag-2 | CF NFkB block |
| --- | --- | --- | --- | --- | --- | --- | --- | --- | --- | --- | --- |
| CCC1CN(C(=O)NCc2ccc(C)cc2)c2cc(C)ccc2O1 (configuration not stated) | 1 | -9 | -30 | 13 | 13 | -27 | 4 | 3 | -0.2 | nt | -8 |
| Cc1ccc(S(=O)(=O)N2[C@H](C(C)C)[C@H]3[C@H]4C(=O)N(c5ccccc5)C(=O)[C@H]4CC(=O)[C@H]3[C@@H]2c2ccccc2)cc1 | -4 | 3 | 10 | 1 | nt | -5 | 4 | nt | 0.0 | nt | -1 |
| Cc1cc(C)cc(NC(=O)CN(c2ccc(F)cc2)S(C)(=O)=O)c1 | -2 | 8 | 4 | 7 | -12 | -15 | 13 | -8 | -0.8 | 1 | -3 |
| Cc1c(NC(=O)Cn2cc([N+](=O)[O-])cn2)c(=O)n(-c2ccccc2)n1C | -7 | 5 | 20 | -19 | -7 | 5 | 0 | -1 | -0.8 | -4 | 0 |
| CCOC(=O)c1[nH]c2c(c1C)C(=O)CC(c1ccc(N(C)C)cc1)C2 (configuration not stated) | -3 | -72 | -108 | 9 | -10 | -50 | 15 | -44 | 2.2 | 0 | 6 |
| COc1ccc(CC2(C)OC(c3ccc(C)cc3)=NN2C(C)=O)cc1 (configuration not stated) | 10 | 7 | 0 | -15 | -10 | 10 | -14 | -7 | -0.5 | -1 | -14 |
| CSc1ccccc1OCc1cc(C(=O)N[C@H]2CCCCNC2=O)no1 | -4 | -312 | -240 | -97 | -21 | -135 | -7 | -95 | -0.3 | -2 | -5 |
| CCOc1ccc(Nc2nc3cc(S(=O)(=O)N(CC)CC)ccc3o2)cc1 | 11 | -1 | 18 | 5 | -22 | -20 | 1 | -6 | -2.9 | 1 | 12 |
| CC(C)C(O)(c1ccccc1)C(CN1CCOCC1)c1ccccc1 (configuration not stated) | -9 | 10 | 2 | 3 | 4 | -3 | -9 | 14 | -0.7 | nt | 4 |
| CCc1c(C)nc2ncnn2c1N1CCCC(C(=O)NCCc2ccc(OC)cc2)C1 (configuration not stated) | 11 | 7 | -6 | 27 | 3 | 10 | -10 | 16 | 0.8 | 0 | 12 |

From PubChem
